PG9 binder = small molecules binding HIV-1 gp120 antibody PG9; AID 624416; inhibition, % at 6.7 µM; 0.43% of 360,000 active; TR-FRET gp120-PG9 antibody binding; in the data active = inhibition above about 8.5%
TCR CD3 inh = blocks the human TCR-CD3 interaction; TAMRA-labeled TCR probe fluorescence, biochemical; inhibition, % at 9.4 µM; 0.37% of 360,000 active; AID 651800; in the data active = inhibition above about 19%;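 also: recombinant mutant TCR 2C K166C tagged with TAMRA read by polarization; 0% = receptor in buffer alone and 100% = receptor with positive control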
SIAE inh = inhibitors of human sialic acid acetylesterase SIAE. Q9HAT2. SIAE FP-Rh probe binding, fluorescence polarization. inhibition, % at 9.66 µM. 0.69% of 370,000 active;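 active = inhibition above a cutoff: mean of compounds within the control limits plus 3 SD of those, cut at about 17% in these data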;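 also: 0% = plate median of compound wells and 100% = probe without SIAE protein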
TDP2 absorb = TDP2 (human) inhibition, absorbance primary screen; O95551; recombinant TDP2, T5PNP hydrolysis, p-nitrophenol absorbance 415 nm; inhibition, % at 12.8 µM; 0.34% of 370,000 active; AID 720702;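 active = inhibition above the mean of all tested compounds plus 3 SD, set per campaign, cut at about 25% in these data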;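 also: 0% = DMSO with enzyme and 100% = buffer with substrate but no TDP2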
Target sequence (O95551 whole entry, looked up): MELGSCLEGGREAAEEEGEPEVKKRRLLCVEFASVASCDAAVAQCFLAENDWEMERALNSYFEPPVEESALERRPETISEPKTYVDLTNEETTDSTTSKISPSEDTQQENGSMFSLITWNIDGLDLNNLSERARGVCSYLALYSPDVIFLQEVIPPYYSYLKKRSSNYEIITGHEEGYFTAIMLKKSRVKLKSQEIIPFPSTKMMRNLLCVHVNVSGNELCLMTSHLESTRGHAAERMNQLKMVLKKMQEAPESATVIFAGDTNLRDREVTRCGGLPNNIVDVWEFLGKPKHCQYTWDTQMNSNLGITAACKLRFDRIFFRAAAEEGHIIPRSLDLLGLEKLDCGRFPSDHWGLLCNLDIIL
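Material: recombinant human TDP2; quantity: TDP2 enzyme at 120 nM final; medium: Tris-HCl pH 7.5 with MgCl2; compound: single concentration, 12.8 µM nominal, with 1% DMSO; incubation: 2 h enzyme incubation at 37 °C; signal: epi absorbance; measure: percent inhibition; benchmarks: high control without enzyme, low control DMSO plus TDP2; repeats: singlicate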
rCAG RNA binder = molecules binding r(CAG) RNA repeats | r(CAG) RNA repeat, TO-PRO-1 dye displacement fluorescence | inhibition, % at 3 µM | 1.3% of 370,000 active | AID 651821;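 active = inhibition above the plate cutoff, the mean of all test compounds on that plate plus 3 SD, cut at about 35% in these data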;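 also: 0% = DMSO alone and 100% = 100 µM mitoxantrone as full dye displacement; higher means more dye released from RNA so lower well fluorescence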
LEDGF integ inh = blocks HIV-1 LEDGF/p75-dependent DNA integration. 0.64% of 370,000 active. TR-FRET IN-LEDGF/p75 DNA integration, Eu/Cy5. inhibition, % at 3.7 µM;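 active = inhibition above the screen-wide mean plus 3 SD, cut at about 13% in these data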;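 also: signal is the Cy5 over europium emission ratio at 671 and 618 nm; 0% = plate median of compound wells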
NR1D1 modulator = Rev-erb alpha (human) modulation | P20393 | Rev-erbα–FITC-DNA binding, fluorescence polarization, 90 min | activity, % at 10 µM | 0.79% of 370,000 active | AID 1259318;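 active = activity above about 14%, limit read from the data; passing the limit was not always enough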;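 also: 0% = DMSO wells with 35 nM protein and 100% = DMSO wells with 750 nM protein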
mABHD4 FP = ABHD4 (mouse) inhibition, primary FP screen | Q8VD66 | 0.54% of 370,000 active | purified mABHD4, FP-Rh probe fluorescence polarization | inhibition, % at 8.92 µM | AID 720543;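 active = inhibition exceeding the mean over every tested compound plus 3 SD, cut at about 30% in these data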;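 also: 0% = plate median of compound wells and 100% = S159A mutant with DMSO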
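Assay system: mouse ABHD4 enzyme, wild type / Also added: fluorescent activity-based probe FP-Rh / Doses: single nominal dose of 8.92 µM, 0.89% DMSO final / Timing: 45 min compound pre-incubation plus 60 min probe step, 25 °C / Signal: FP readout, ex 525 nm / em 598 nm / Control set: S159A mutant/DMSO as 100%, compound-well median as 0%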
PRMT1 inh = PRMT1 (human) inhibition, primary screen | 1.3% of 370,000 active | recombinant PRMT1, activity-based probe fluorescence polarization | AID 652257 | inhibition, % at 2.79 µM | Q99873;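 active = inhibition above about 21% made by adding two undisclosed values, limit read from the data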
HTRA1 inhibitor = HTRA1 (human) protease inhibition; inhibition, % at 5.96 µM; 0.5% of 340,000 active; recombinant HTRA1, FP-rhodamine activity-based probe, fluorescence polarization; in the data active = inhibition above about 36%;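 also: 0% = enzyme with DMSO and 100% = wells lacking enzyme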
Target sequence (Q92743 whole entry, looked up): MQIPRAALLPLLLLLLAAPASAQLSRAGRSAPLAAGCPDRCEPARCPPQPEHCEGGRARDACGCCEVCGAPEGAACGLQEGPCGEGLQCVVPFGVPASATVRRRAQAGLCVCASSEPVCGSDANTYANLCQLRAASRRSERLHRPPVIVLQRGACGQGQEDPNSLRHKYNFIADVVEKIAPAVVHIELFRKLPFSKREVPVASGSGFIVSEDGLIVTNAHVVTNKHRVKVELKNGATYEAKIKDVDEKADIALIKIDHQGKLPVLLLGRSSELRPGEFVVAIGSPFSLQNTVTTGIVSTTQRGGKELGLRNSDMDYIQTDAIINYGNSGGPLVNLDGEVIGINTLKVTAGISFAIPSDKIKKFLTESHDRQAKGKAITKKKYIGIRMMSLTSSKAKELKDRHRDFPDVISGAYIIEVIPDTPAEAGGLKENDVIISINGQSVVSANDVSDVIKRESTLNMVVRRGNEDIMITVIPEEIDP
Starred values were filed as active, the others as inactive; . = not tested or not shown. An excerpt. The share of hits here may be higher or lower than overall.

SMILES	PG9 binder	TCR CD3 inh	SIAE inh	TDP2 absorb	rCAG RNA binder	LEDGF integ inh	NR1D1 modulator	mABHD4 FP	PRMT1 inh	HTRA1 inhibitor
CC(C)(C)OC(=O)N1CCN(c2ccc([N+](=O)[O-])cc2)CC1	0.3	5	-6	2	-6	-2	-1	-3	1	-1
Cc1cccc(OCCCC(=O)O)c1	-0.7	2	1	1	-4	2	0	1	-1	3
Cc1ccccc1Cn1c(-c2ccc(=O)[nH]c2)nc2ccccc21	-1.0	-6	2	-1	4	2	-3	-7	-1	-2
C=CC[C@@H](CC(=O)N[C@@H](CO)Cc1ccccc1)C(=O)N[C@H](COC(=O)[C@@H](CC=C)Cc1ccc(F)cc1)C(C)(C)C	0.8	10	-6	-10	-6	-1	-2	-9	-1	-12
N#Cc1cccc(NC(=O)CSc2ccc3c4c(cccc24)C(=O)c2ccccc2-3)c1	2.9	4	57*	12	-6	0	-26	8	4	2
COc1ccc(-c2cc(N)n(S(=O)(=O)Cc3ccccc3)n2)c(OC)c1	-1.3	3	0	6	5	2	4	0	0	-4
COc1ccc(C(=O)N(C)[C@H]2C[C@H]3c4[nH]c5c(-c6ccccc6)cccc5c4CCN3C(=O)[C@H]2[C@H](C)O)cc1	0.2	6	10	-1	2	-5	0	0	-2	.
Cc1ccc(C(=O)Nc2ccc(N3CCOCC3)cc2)cc1	-3.4	-4	3	-16	2	5	-1	3	-1	-23
O=C(CSc1ccc(-c2cccnc2)nn1)Nc1ccc(Br)cc1	-2.0	4	-1	9	3	-2	1	-4	1	-5
CCOC(=O)N1CCC(Nc2c(NCCCN3CCN(c4ccc(OC)cc4)CC3)c(=O)c2=O)CC1	-2.3	-2	1	-1	9	1	2	-2	6	0
CC(C)(O)C#Cc1ccc(C(=O)N2CCN(C(=O)c3ccco3)CC2)cc1	-0.6	-7	4	6	-5	-1	4	1	-1	-2
O=C1NN(c2ccccc2)C(=O)/C1=C/c1cccs1	-22	-2	-1	3	24	-1	4	11	4	.
CCc1nc(OCC(=O)c2ccccc2)c(C#N)c2c1COC(C)(C)C2	-0.8	-1	3	-4	-2	-1	-1	-1	1	1
COCCCn1c(=O)/c(=C\c2ccccc2OC(C)C)s/c1=C(/C#N)C(=O)Nc1ccc(C(=O)O)cc1	1.4	-5	-10	10	23	3	1	-28	-1	-16
C=CCN1C=C(C(=O)c2ccccc2)C(=O)CC1	-1.0	1	1	-9	5	0	-8	-3	0	8
CC1(C)C2CC=C(/C=N/NC(=O)c3ccccc3Br)C1C2 (stereo not given)	-1.4	-3	3	1	0	-2	-1	-3	-1	-1
COc1ccc(Cl)cc1-c1nc(-c2ccc(NC(=O)c3ccncc3)cc2)no1	1.6	-3	-31	-12	4	-2	2	-8	1	-18
CCOc1ccc(CCNC(=O)CS(=O)(=O)Cc2nc(-c3ccccc3F)oc2C)cc1	-0.7	-3	-2	-11	-2	-2	0	-4	1	-11
CC(c1ccccc1)n1c(-c2ccccc2F)n[nH]c1=S (stereo not given)	1.2	-14	2	-26	4	5	10	-8	-2	15
COCc1cc(N2CCNC[C@H]2C)ccc1N1C[C@@H](C)O[C@@H](C)C1	-1.2	5	4	6	5	2	0	5	1	.
CCOc1ccc(N(CC(=O)Nc2ccccc2F)S(=O)(=O)c2c(C)[nH]c(=O)[nH]c2=O)cc1	-0.5	7	-2	-2	17	0	-2	3	-3	6
O=C(C1CCC1)N1CCc2cc(S(=O)(=O)NC3CCCC3)ccc21	-0.8	1	2	1	-1	-1	2	3	-1	-1
OC(c1ccccc1)c1nc(-c2cncnc2)cs1 (stereo not given)	0.2	5	0	12	-1	-2	-1	-1	-2	.
COc1cc2[nH]c(=O)n(CCCCCC(=O)NCCCN3CCCC3=O)c(=O)c2cc1OC	2.5	-11	4	-16	-2	6	-3	-9	0	1
O=C(COc1ccc(Cl)cc1)NCc1nnc(SCC(=O)NCC2CCCO2)o1 (stereo not given)	-1.9	0	-2	11	-2	1	3	4	1	-1
Cc1cc(=O)c(C(=O)O)nn1-c1ccccc1	-0.3	-11	3	8	0	-2	-5	-2	4	-5
CCN(CC(=O)NC(C)C)C(=O)CCNC(=O)c1ccc(Cl)cc1	-0.4	1	-9	7	3	-2	-4	4	1	1
Cc1cccc(NC(=O)COc2nsnc2N2CCOCC2)c1	-2.0	2	4	12	5	2	3	-24	1	-6
CC[C@]12c3[nH]c4ccccc4c3CCN1C(=O)C(CC(=O)NC/C=C(\C)CCC=C(C)C)C[C@@H]2C(=O)N1CCN(C(=O)c2ccco2)CC1 (stereo not given in full)	-1.9	-1	5	-5	5	0	-8	3	-3	-42
COc1cc(=O)[nH]c(SCc2c(F)c(F)c(F)c(F)c2F)n1	-0.4	4	-2	14	7	-3	0	-3	2	6
O=C(c1ccc2c(c1)OCO2)C1CCCN(Cc2c(F)ccc(F)c2F)C1 (stereo not given)	-0.9	-8	4	-14	-6	2	1	-13	7	-3
CCOC(=O)C1CCN(c2nc(-c3ccccc3)nc3c2oc2ccccc23)CC1	1.4	12	-8	3	17	1	-2	-16	-1	-17
CCc1ccc(-c2cc(C(F)(F)F)n3nc(C(=O)Nc4cnn(Cc5ccccc5C)c4)cc3n2)s1	-0.3	6	-3	-1	1	-2	37*	3	-2	-4
Cc1ccc(CNC(=O)C(CCC(N)=O)NC(=O)OCc2ccccc2)cc1 (stereo not given)	-0.1	-8	2	0	-3	-1	2	-3	-2	-2
CC(=O)c1cc(NC(=O)c2ccccc2)c(=O)oc1/C=C/N(C)C	-19	4	0	-4	-1	3	17	2	5	-20
COc1ccccc1NC(=O)CSc1nnc(COc2ccc(Cl)cc2)n1Cc1ccco1	-0.9	3	-6	11	-1	0	1	-2	10	-45
CC(=O)c1c(C)nc(-c2ccc(Cl)cc2)nc1N=CN(C)C	-1.0	8	-5	-13	-3	-13	3	-2	2	-13
CNC(=O)C(=O)NCCC1CCCCN1S(=O)(=O)c1cccs1 (stereo not given)	1.4	5	-1	-8	0	0	-2	-3	-3	-6
CC(O)(c1ccccc1)c1nc(-c2ccccc2)cs1 (stereo not given)	0.8	3	-11	0	0	1	6	-12	6	.
CCO[C@H]1OC(C(=O)NCc2nc3ccccc3[nH]2)=C[C@@H](C2CC2)[C@@H]1CCCO	-2.5	6	1	4	-8	0	-5	0	2	0
O=C(Cc1ccccc1F)NCC(=O)Nc1ccccc1Br	0.1	6	0	9	2	0	-2	1	5	-6
Cc1cccc(NC(=O)CN2CCC(C(=O)c3ccc4c(c3)OCCO4)CC2)c1	-1.4	-5	4	6	-5	1	-8	1	0	-25
COc1ccc(CC(=O)OCC(=O)NC(=O)NC2CCCC2)cc1	0.0	-4	3	-6	2	0	-1	9	-1	7
Cc1cccc(N2CCN(CC3CCCCC3)CC2)c1C	-1.4	-3	-3	-4	0	3	3	-2	2	2
Cc1nc2scc(-c3ccc(Cl)cc3)c2c(=O)o1	-2.9	2	-1	-12	6	1	1	1	2	-7
COCCN1Cc2cc(C(=O)OC)c3c(c2C1=O)c1cc(OC)ccc1n3S(=O)(=O)c1ccc(F)cc1	1.4	-1	-1	3	8	0	-7	-8	2	.
CCCS(=O)(=O)NC(=O)C1(C)CCN(C(=O)c2ccco2)C1 (stereo not given)	-1.6	1	-5	9	1	1	11	1	1	.
O=C(Nc1cccc(S(=O)(=O)Nc2ccc(Cl)cc2)c1)c1ccc(Cl)nc1	1.6	-4	-88	-10	30	6	7	-96	4	-62
COC(=O)C1=C2SC(C)C(=O)N2C(N)=C(C#N)C1c1ccc(OC)c(OC)c1 (stereo not given)	-2.0	2	2	12	9	2	1	-5	10	-1
CCOC(=O)C1CCN(C(=O)Nc2ccc(OCc3ccccc3)cc2)CC1	-4.2	0	1	12	-1	1	5	-2	1	0
COc1cc(-c2cc(-c3nnco3)c3ccccc3n2)cc(OC)c1OC	-1.1	-3	-2	-2	5	-6	-6	0	4	-7
O=C(Nc1nncs1)C1CCCC1	-0.8	-1	-7	-3	-2	-1	0	-4	6	1
O=S(=O)(NCc1ccccc1Cl)c1cnc[nH]1	-1.1	4	-1	-8	5	0	0	-4	0	-3
CCOc1ccc(/C=N/Nc2nc(N3CCCC3)nc(N3CCCC3)n2)cc1OC	0.4	1	10	-10	-8	3	4	5	1	-7
CCOC(=O)Nc1cccc(NC(=O)c2ccccc2F)c1	2.1	2	-9	-8	-1	-3	9	-8	3	-2
CC1CN(S(=O)(=O)c2cc(C(=O)NCCC3=CCCCC3)ccc2Cl)CC(C)O1 (stereo not given)	0.0	8	7	9	-3	-3	12	-1	-2	-5
Cc1cccc(N2CC(C(=O)Nc3nnc(SCC(=O)NCC4CCCO4)s3)CC2=O)c1 (stereo not given)	-1.1	6	1	-2	28	-3	-1	12	11	-1
Cn1c(Br)nc2c1c(=O)n(Cc1ccccc1)c(=O)n2C	-0.1	1	-2	0	-2	1	-7	-1	-1	3
CCOc1ccccc1-n1c(SCC(N)=O)nnc1-c1ccccc1	-1.2	9	-4	9	-5	0	-1	-1	2	-3
O=C(Nc1ccc(C(=O)N2CCOCC2)cc1)c1cccs1	-0.6	4	-4	3	-3	3	-4	7	-2	4

Later entries.
SMILES	PG9 binder	TCR CD3 inh	SIAE inh	TDP2 absorb	rCAG RNA binder	LEDGF integ inh	NR1D1 modulator	mABHD4 FP	PRMT1 inh	HTRA1 inhibitor
COC(=O)C1=C(C)N(CCCC(=O)O)C(=O)NC1c1ccc2c(c1)OCO2 (stereo not given)	2.1	-5	5	-1	2	0	-1	2	-2	-4
N[C@@H](Cc1ccccc1)C(=O)N1CCC[C@@H]1C(=O)N1CCC2CCN(S(=O)(=O)c3ccccc3)CC21 (stereo not given in full)	.	.	1	2	1	3	5	-3	3	.
CCC1(c2ccc(Cl)cc2)NC(=O)N(CC(=O)NC2CCCCCC2)C1=O (stereo not given)	0.6	-5	5	11	-6	-3	3	-3	3	-9
CCOc1ccc(OCCCCn2ccnc2)cc1	-0.6	-6	2	-1	-1	3	1	4	3	-3
O=C(CSc1cccc(C(F)(F)F)c1)NCc1ccccc1	1.8	0	-1	2	-8	3	-2	4	-1	-1
O=C(CSc1ncnc2c1oc1ccccc12)Nc1ccccc1F	0.6	-11	-5	-9	9	0	606*	-10	-4	-3

A draw from above in order of length of the SMILES, smallest number first:
SMILES	PG9 binder	TCR CD3 inh	SIAE inh	TDP2 absorb	rCAG RNA binder	LEDGF integ inh	NR1D1 modulator	mABHD4 FP	PRMT1 inh	HTRA1 inhibitor
O=C(CSc1cccc(C(F)(F)F)c1)NCc1ccccc1	1.8	0	-1	2	-8	3	-2	4	-1	-1
O=C(Nc1ccc(C(=O)N2CCOCC2)cc1)c1cccs1	-0.6	4	-4	3	-3	3	-4	7	-2	4
CCOc1ccccc1-n1c(SCC(N)=O)nnc1-c1ccccc1	-1.2	9	-4	9	-5	0	-1	-1	2	-3
CCC1(c2ccc(Cl)cc2)NC(=O)N(CC(=O)NC2CCCCCC2)C1=O (stereo not given)	0.6	-5	5	11	-6	-3	3	-3	3	-9
N[C@@H](Cc1ccccc1)C(=O)N1CCC[C@@H]1C(=O)N1CCC2CCN(S(=O)(=O)c3ccccc3)CC21 (stereo not given in full)	.	.	1	2	1	3	5	-3	3	.
